# Bioassay records: PubChem BioAssay, several laboratories
# hcDAF12 agonist: H. contortus DAF-12 nuclear receptor activators, primary screen, cell-based, luminescence, HEK293, lit1-tk-luc reporter. HEK293 hcDAF-12 lit1-tk-luc reporter; 0% DMSO, 100% Δ7-dafachronic acid. activation, % at 6.8 µM. 1.4% of 370,000 active. AID 652067, 2013;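 active = activation above the mean of all tested compounds plus 3 SD, cut at about 5.5% in these data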;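 note: 100% = response to 3 µM Δ7-dafachronic acid high control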
# ADAM10 inh: human ADAM10 inhibitors, primary screen, biochemical, QFRET, HTS; inhibition, % at 7 µM; 0.62% of 370,000 active; AID 720582, 2013; recombinant ADAM10, EDANS/DABCYL FRET peptide cleavage, 3 h; Disintegrin and metalloproteinase domain-containing protein 10 (Homo sapiens), O14672;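 active = inhibition above a per-campaign cutoff equal to the mean of compounds falling between control-based bounds plus 3 SD, cut at about 20% in these data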;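 note: 0% = DMSO wells while the 100% control is not disclosed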
# Target sequence (O14672 214-748 limits assumed): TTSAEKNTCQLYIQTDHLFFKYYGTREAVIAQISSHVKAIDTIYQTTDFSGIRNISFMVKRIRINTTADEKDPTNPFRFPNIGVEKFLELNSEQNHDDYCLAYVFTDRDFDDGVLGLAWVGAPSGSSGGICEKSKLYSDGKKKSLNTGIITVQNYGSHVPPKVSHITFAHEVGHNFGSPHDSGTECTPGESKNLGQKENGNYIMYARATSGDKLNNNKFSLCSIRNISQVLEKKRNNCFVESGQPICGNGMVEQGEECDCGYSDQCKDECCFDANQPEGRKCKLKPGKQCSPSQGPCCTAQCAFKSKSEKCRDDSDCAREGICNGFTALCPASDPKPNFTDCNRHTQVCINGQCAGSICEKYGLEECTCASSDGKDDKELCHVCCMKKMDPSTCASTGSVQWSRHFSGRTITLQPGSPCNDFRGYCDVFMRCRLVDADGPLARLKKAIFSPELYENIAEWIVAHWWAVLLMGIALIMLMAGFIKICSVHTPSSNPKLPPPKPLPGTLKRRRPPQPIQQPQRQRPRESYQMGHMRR
# ssDAF-12 act: S. stercoralis DAF-12 nuclear receptor activators, primary screen, cell-based, luminescence, HEK293, GRIP1 co-expression, lit1-tk-luc | activation, % at 6.8 µM | Nuclear hormone receptor DAF-12 (Strongyloides stercoralis) | AID 652126, 2013 | HEK293 ssDAF-12/GRIP1 lit1-tk-luc reporter; % of 3 µM dafachronic acid response | 1% of 370,000 active;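 active = activation above the mean over all tested compounds plus 3 SD, cut at about 0.9% in these data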;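 note: 0% = DMSO-only wells and 100% = 3 µM delta7-dafachronic acid wells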
# hgDAF-12 ag: H. glycines DAF-12 receptor agonists, primary screen, cell-based, luminescence, HEK293, GAL4 fusion, UAS-luciferase; Nuclear hormone receptor DAF-12 (Heterodera glycines), GAL4 fusion; HEK293 GAL4-hgDAF12 UAS-luciferase reporter, agonist luminescence; normalized to butyrate control; activation, % at 6.8 µM; 1.8% of 370,000 active; AID 687014, 2013;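 active = activation above a cutoff set at the mean of all screened compounds plus 3 SD, cut at about 10% in these data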;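 note: 0% = DMSO wells and 100% = sodium butyrate wells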
# GAA850 FXN act: FXN promoter activators, primary screen, cell-based, luciferase luminescence, HEK293 lucGAA850 | HEK293 lucGAA850 FXN promoter luciferase reporter, 24 h; percent of 10 µM SAHA response | activation, % at 6 µM | 0.56% of 360,000 active | AID 540364, 2011;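 active = activation above the average of all compounds screened plus 3 SD, cutoff fixed separately per campaign, cut at about 7.5% in these data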;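 note: 0% = DMSO wells and 100% = 10 µM SAHA wells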
# DAX1 inh-1: DAX1 (NR0B1) inhibitors on StAR promoter, primary screen, cell-based, luminescence, SF-1 (NR5A1), full-length DAX-1. HEK293T StAR-luciferase reporter, SF-1/DAX-1 repression relief. inhibition, % at 6.8 µM. 1.1% of 370,000 active. AID 652010, 2013;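 active = inhibition above the mean over all tested compounds plus 3 SD, cut at about 3.6% in these data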;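 note: 0% = DAX-1 cells with DMSO and 100% = cells lacking DAX-1 with DMSO; higher inhibition means more luminescence from relief of DAX-1 repression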
# PG9 Ab binder: binders of HIV-1 gp120 antibody PG9, primary screen, biochemical, TR-FRET. HIV-1 gp120 / PG9 antibody interaction. AID 624416, 2012. inhibition, % at 6.7 µM. 0.43% of 360,000 active. TR-FRET gp120-PG9 antibody binding; in the data active = inhibition above about 8.5%
# DAX1 inh-2: DAX1 (NR0B1) inhibitors, primary screen, cell-based, HEK293, Gal4-DAX1, luciferase luminescence; Nuclear receptor subfamily 0 group B member 1 (Homo sapiens), P51843; HEK293 Gal4-DAX1 luciferase reporter; inhibition, % at 6.75 µM; 0.99% of 340,000 active; AID 504766, 2011;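 active = inhibition above the mean over all tested compounds plus 3 SD, cut at about 4.2% in these data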;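 note: 0% = DAX1-transfected cells with DMSO and 100% = empty-vector control cells with DMSO; inhibition shows as a rise in luminescence from relieved DAX1 repression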
# Target sequence (P51843 207-470 limits assumed): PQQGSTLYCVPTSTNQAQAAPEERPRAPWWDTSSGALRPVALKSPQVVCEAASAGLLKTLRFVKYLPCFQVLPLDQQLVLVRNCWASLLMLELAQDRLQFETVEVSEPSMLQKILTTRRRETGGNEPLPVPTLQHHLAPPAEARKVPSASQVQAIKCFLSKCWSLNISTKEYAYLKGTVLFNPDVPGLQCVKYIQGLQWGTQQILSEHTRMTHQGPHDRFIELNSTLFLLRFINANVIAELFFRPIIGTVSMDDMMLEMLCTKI
# ADAM17 inh: ADAM17 inhibitors, primary screen, biochemical, QFRET; Disintegrin and metalloproteinase domain-containing protein 17 (Homo sapiens), P78536; recombinant ADAM17, EDANS/DABCYL FRET peptide cleavage; inhibition, % at 6.95 µM; 0.83% of 370,000 active; AID 720648, 2013;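 active = inhibition above the mean of compounds lying between control limits plus 3 SD, set per campaign, cut at about 8.5% in these data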;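 note: 0% = DMSO-only wells as the low control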
# SMARCA2 act: SMARCA2 (BRM) function activators, primary screen, cell-based, luminescence, high throughput; MG213 cells, MMTV-luciferase reporter, dexamethasone, overnight; 1% of 370,000 active; activation, % at 9.1 µM; in the data active = activation above about 7.8%;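 note: 0% = vehicle wells and 100% = reference activator wells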
# GC-A act: GC-A stimulated cGMP production enhancers – HEK293 GC-A cells, cGMP TR-FRET, EC30 ANP, primary screen; Atrial natriuretic peptide receptor 1 (Homo sapiens), P16066; 0.14% of 370,000 active; 0% at EC30 ANP, 100% saturating ANP; activation, % at 10 µM; in the data active = activation above about 40%
# Numbers without * were called inactive; nt = not tested or not shown.
SMILES,hcDAF12 agonist,ADAM10 inh,ssDAF-12 act,hgDAF-12 ag,GAA850 FXN act,DAX1 inh-1,PG9 Ab binder,DAX1 inh-2,ADAM17 inh,SMARCA2 act,GC-A act
Cc1ccccc1N1C(S)=C(C#N)C(=O)NC1c1cccs1 (centres undefined),0.2,5,-0.4,1.8,-1.4,0.7,1.8,-1.5,-4,-3,1
O=C(Nc1ccc2ccccc2c1)C(c1ccccc1)C1CCCC1 (centres undefined),-3.3,15,-1.9,-4.1,-5.6,-0.5,-0.4,-1.5,5,-1,4
COc1ccc(/C=C/C(=O)c2ccc3c4c(cccc24)CC3)cc1,-3.9,-6,-1.7,-3.8,-1.6,-1.3,-0.8,-1.6,-3,-4,0
Cc1cccc(-n2c(O)cnc2Nc2nc(C)cc(C)n2)c1,-2.4,5,0.2,4.5,0.4,0.2,-2.4,nt,-1,0,1
Cc1cc(O)cc(O)c1/C=N/NC(=O)c1ccc2c(c1)OCCO2,-0.7,-23,-2.1,-4.6,-4.2,-5.4,-0.6,-1.0,-3,1,1
CCOc1ccc(NC(=O)CN2CCN(CC(=O)c3ccc(OCC)cc3)CC2)cc1,-1.3,3,0.0,0.2,-1.6,0.3,-0.9,0.6,0,0,-5
COc1ccc(NC(=S)N(CCCN2CCC(C)CC2)Cc2cccs2)cc1Cl,-0.2,8,-1.6,-1.9,-3.9,1.7,1.5,-0.6,1,-1,-3
Cc1ccc(Cn2nnc3c(=O)[nH]c(C4CCN(S(=O)(=O)/C=C/c5ccccc5)CC4)nc32)cc1,-2.2,16,-1.2,-3.7,-3.1,-0.3,-2.0,0.3,8.9*,2,5
Cc1cc(C)n(-c2nc(-c3ccc(Cl)c(Cl)c3)cs2)n1,0.0,-6,-0.8,1.0,1.4,-0.3,0.6,0.3,-5,-1,-3
COc1cc(C(=O)NC(=S)Nc2ccc3ccccc3c2)cc(OC)c1OC,0.9,-10,-0.4,0.2,1.6,1.6,-1.8,0.5,-5,-5,-2
CCn1c(CSc2nc(C)cc(C)n2)nnc1SCC(=O)Nc1nc(-c2ccccc2)cs1,-0.8,4,-1.2,1.0,1.4,-0.4,0.1,-0.3,4,-1,18
O=C1NC[C@@H](CCCCN2C[C@H](Cc3ccc(O)cc3)N(Cc3ccccc3)C(=O)C2=O)N(CCC2CCCCC2)C1=O,-2.1,-7,-0.9,7.3,nt,-0.7,-2.0,nt,-3,-3,4
CC(C=CC(O)=C1C(=O)CNC1=O)=C[C@@H](C)C1OC2(C)OC(C(=O)C3O[C@@]32C)C1C (some centres undefined),-0.5,6,-0.2,0.1,nt,0.6,0.4,nt,2,1,2
Cc1ccccc1OCC(=O)NC(=S)Nc1ccc(S(=O)(=O)NC2CCCCC2)cc1,-2.1,14,-1.6,1.8,3.0,-0.2,-0.5,-0.9,-2,-2,1
Cn1c(NCC(O)c2ccccc2)nc2c1c(=O)n(Cc1ccc(Cl)c(Cl)c1)c(=O)n2C (centres undefined),-1.8,3,-1.0,0.9,0.2,-0.3,-1.2,0.0,0,-1,8
Cc1ccc(-c2nn(CC(N)=O)c(=O)c3ccccc23)cc1S(=O)(=O)N(C)C,-1.7,-2,-0.5,-3.2,-1.0,0.4,1.9,0.0,-3,-1,6
O=C(CSc1nc2cc(Cl)ccc2s1)Nc1cccc(S(=O)(=O)N2CCOCC2)c1,-3.5,20,-1.8,-0.3,-1.4,-1.1,-3.7,-1.6,11*,-2,-2
Cc1noc(NS(=O)(=O)c2ccc(NC(=O)NC(C)(C(F)(F)F)C(F)(F)F)cc2)c1C,-0.8,12,-0.7,2.2,0.6,0.3,-1.5,4.2,0,-4,-2
Cc1ccc(CNC(=O)C2CCN(S(=O)(=O)c3ccc4c(c3)CC(C)N4C(=O)C3CCC3)CC2)o1 (centres undefined),0.4,-4,-1.4,-3.1,-1.8,-3.1,0.6,-0.2,-2,-1,-1
CC(=O)N1CCN(c2ccc(NC(=O)c3ccccc3Br)cc2Cl)CC1,-2.7,2,-1.4,0.0,-1.4,-1.0,-2.9,-0.9,-1,0,-6
CC(CN1CCCCC1)OC(=O)c1cc2ccccc2o1 (centres undefined),-1.2,-8,-0.8,0.6,0.8,0.6,-0.1,-0.4,-7,0,0
O=C(NNc1nc(-c2ccccc2)c2cc(Br)ccc2n1)c1ccc(S(=O)(=O)N2CCCCC2)cc1,-1.7,4,-0.7,-1.3,0.7,-0.5,-0.8,0.6,-2,-2,-5
CC1(c2ccccc2)NC(=O)N(CC(=O)Nc2ccc3c(c2)OCO3)C1=O (centres undefined),-1.7,-5,-0.8,-1.3,1.6,-0.7,-0.7,0.7,0,2,2
CC(C)(C)NC(=O)Cc1ccc(S(=O)(=O)N2CCCC2)s1,-1.2,3,-1.4,-0.4,0.4,-0.1,-0.4,0.6,-6,2,9
O=S(=O)(NCC1CCN(Cc2ccccc2)CC1)c1ccccc1C(F)(F)F,-0.8,5,-1.2,-0.2,-1.7,0.0,1.7,-0.6,-3,1,-7
CC(=O)Nc1cccc(-c2nc3ccccc3s2)c1C,-0.9,4,-1.2,0.0,1.3,-0.4,-1.0,0.9,-1,3,0
O=C(c1ccccn1)N1CCN(S(=O)(=O)c2ccccc2)CC1,-1.3,-11,-1.0,1.5,-0.9,-0.5,-0.6,1.1,-5,-5,-1
Cc1ccc(N2C(=O)N(CC(=O)Nc3ccc([N+](=O)[O-])cc3)C(=O)C2C)cc1 (centres undefined),-1.9,-2,-1.0,0.0,0.4,-0.6,-0.3,0.3,3,-2,-2
COc1cc(C(C)=O)ccc1Oc1ncnc2c1cnn2-c1ccc(F)cc1,0.3,-8,-0.9,3.6,2.6,1.1,-0.2,-0.3,-6,1,47*
CCN(CC)C(=O)CS(=O)(=O)CC(=O)Nc1cc(OCCOC)c(Cl)cc1Cl,0.0,-5,-1.8,-4.5,-0.7,-0.3,0.4,-0.9,-1,-3,0
O=C(CN1C(=O)C2CC=CCC2C1=O)Nc1cc(C(F)(F)F)ccc1N1CCCC1 (centres undefined),-1.1,-15,-1.1,2.1,1.4,-1.1,0.8,1.8,0,-3,-4
CC1(C)C2CCC(C2)C1(C)NC(=O)CN1CCN(Cc2ccccc2)CC1 (centres undefined),-1.9,4,-1.4,0.0,2.1,-0.2,1.6,1.5,-4,2,-1
CC(C)(C)OC(=O)C[C@H]1C/C=C\C[C@H](CC(=O)N(CCO)Cc2ccccc2)C(=O)N[C@H](C(C)(C)C)COC1=O,0.1,10,-0.9,-2.3,-0.7,-0.2,-1.1,-1.9,-3,1,2
CCc1ccccc1N(CC(=O)N/N=C/c1ccc(OC(=O)OC)c(OC)c1)S(C)(=O)=O,-0.1,4,-1.6,1.5,0.9,-0.2,-2.1,0.4,2,-1,-3
Cc1cccc(N2NC(=O)/C(=C/c3ccc(-c4ccc(Cl)c(C(=O)O)c4)o3)C2=O)c1,-0.6,-12,-1.2,3.4,-0.3,-0.2,-2.5,-1.4,-3,1,-2
Cc1c(-c2ccccc2)c(=O)oc2ccc(O)cc12,-1.0,-6,-0.7,1.2,-0.7,-0.3,2.1,0.6,-8,2,-6
Nc1nc(-c2ccc(S(=O)(=O)N3CCCCC3)cc2)cs1,-1.9,-105,-0.9,-0.3,1.3,-1.2,0.0,-0.3,-41,-2,2
CC(C)(C)C(=O)Nc1ccccc1C(=O)NCc1ccco1,-1.1,-8,-0.8,-1.4,1.4,-0.3,0.1,-0.4,2,1,6
CCOc1ccc(CNC(=O)CCC(=O)n2nc(C)c3ccccc32)cc1,3.6,-13,-0.6,0.3,1.0,0.9,-1.5,0.2,0,-2,0
Cc1ccn(-c2cc(O)c(-n3ccc(C)n3)cc2O)n1,-1.1,-5,-0.7,3.6,3.5,-0.1,-0.9,0.9,-2,0,4
O=C(CNC(=O)c1ccc(F)cc1)c1ccc(Cl)cc1,2.9,7,0.1,11*,4.7,1.3,-1.6,1.3,-1,6,3
COC(=O)[C@H]1[C@@H](O)[C@@]2(O)c3c(OC)cc(OC)cc3O[C@@]2(c2ccc(OC)cc2)[C@@H]1c1ccc(F)cc1,-5.0,-3,-2.0,-14,nt,-7.5,-0.7,nt,-2,-10,-5
O=C(O)C1CCCN1S(=O)(=O)c1ccc(Br)s1 (centres undefined) (tested in a mixture with another compound),0.6,14,-0.6,-3.6,-0.4,0.6,-2.2,0.0,5,-7,1
CC(C)CNC(=O)c1ccccc1NC(=O)c1ccc(CSc2ccccc2)cc1,-0.7,4,-1.3,-1.6,5.9,-0.6,0.2,-1.3,0,0,1
CCNC(=O)c1cc2c(c(-c3cccc(-c4cc5ccccc5o4)c3)n1)[C@H](CCO)N(C(=O)NC(C)C)C2,-2.7,-8,-1.3,-9.3,nt,-3.6,0.4,nt,-3,-6,13

# Some entries already given, reduced to GAA850 FXN act:
Compound	GAA850 FXN act
Cc1ccn(-c2cc(O)c(-n3ccc(C)n3)cc2O)n1	3.5
O=C(CNC(=O)c1ccc(F)cc1)c1ccc(Cl)cc1	4.7

# Going on with the list:
SMILES,hcDAF12 agonist,ADAM10 inh,ssDAF-12 act,hgDAF-12 ag,GAA850 FXN act,DAX1 inh-1,PG9 Ab binder,DAX1 inh-2,ADAM17 inh,SMARCA2 act,GC-A act
Cc1nonc1NC(=O)CSc1nc(CCC2CCCC2)nc2ccccc12,-1.2,7,-1.1,-1.9,0.3,-0.5,-0.6,1.0,-1,-4,1
CN(C(=O)COC(=O)C12CC3CC(CC(Cl)(C3)C1)C2)c1ccccc1,-1.9,5,-0.9,-3.4,1.3,0.7,-0.2,-0.8,2,2,-6
CCOc1ccc2[nH]c(C(=O)N/N=C/c3ccccc3OC)cc2c1,-1.2,-66,-1.1,4.6,-3.3,-0.7,-2.0,0.7,-32,1,-8
NC(=S)NN=Cc1nccc2c(C(F)(F)F)cccc12,-2.8,-100,-2.0,-8.9,-11,-5.8,-2.5,-4.5,-32,-4,-4
CCN(C[C@H]1N[C@@](C)(C(=O)OC)[C@H]2C(=O)N(C)C(=O)[C@@H]12)S(=O)(=O)c1ccc(OC)cc1,1.0,-6,-0.4,-0.9,0.0,0.3,0.3,-1.9,0,-2,1
CC(C)NC(=O)C1(C)CN(S(C)(=O)=O)CC(=O)N1CCc1ccccc1 (centres undefined),-1.5,-10,-0.4,0.5,nt,-0.5,-2.3,nt,-3,0,2
